KOR beta-arrestin-1 = KOR agonists, beta-arrestin recruitment, primary screen, cell-based, luminescence, uHTS (AID 1777). activation, % at 10 µM; hits with a dose series show EC50 in µM. 280,000 tested, 0.02% active. KOR beta-arrestin recruitment, luminescence; higher % means a stronger effect; in the data active = activation above about 50%, passing the limit was not always enough; note: a part of the inactive calls stands beside numbers as strong as those of hits
KOR beta-arrestin-2 = KOR antagonists, beta-arrestin recruitment, cell-based, luminescence, uHTS (AID 1778). Kappa-type opioid receptor (Homo sapiens). KOR beta-arrestin recruitment, luminescence, antagonist mode; higher % means a stronger effect. 290,000 tested, 0.091% active. one-dose inhibition, % at 10 µM; IC50 in µM for titrated hits; in the data active = inhibition above about 50%; note: strong numbers were not always called active
West Nile virus CPE = West Nile virus antiviral activity, cell-based, CPE readout (AID 1621). West Nile virus-infected cells, CPE inhibition; higher % means a stronger effect. one-dose CPE inhibition, % at 10 µM; IC50 in µM for titrated hits. 290,000 tested, 0.02% active; in the data active = a potency from the dose series; inconclusive = CPE inhibition mostly from about 3.7% at the one dose, without a potency; inactive = the rest, 99 in 100 with CPE inhibition below about 2.2%; note: strong numbers were not always called active
GPR55 activation = GPR55 agonists via beta-arrestin recruitment, primary screen, imaging, U2OS cells, beta-arrestin-GFP redistribution (AID 1961). G-protein coupled receptor 55 (Homo sapiens). U2OS GPR55 beta-arrestin-GFP redistribution imaging; higher % means a stronger effect. activation, % at 10 µM, or EC50 in µM where a hit was titrated. 290,000 tested, 0.048% active;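 active = activation above 40% with more than 50 cells counted in the well; inconclusive = wells holding fewer than 50 cells, flagged as toxic or sparse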;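 note: U2OS osteosarcoma cells stably expressing GPR55 and beta-arrestin-GFP; plate controls were DMSO negative control for no effect and LPI positive control for full effect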
GPR35 arrestin U2OS = GPR35 antagonists blocking zaprinast-driven arrestin recruitment, primary screen, imaging, U2OS, beta-arrestin-GFP, zaprinast agonist (AID 2058). G-protein coupled receptor 35 (Homo sapiens). U2OS GPR35 beta-arrestin-GFP translocation imaging, zaprinast antagonism; higher % means a stronger effect. inhibition, % at 10 µM, or IC50 in µM where a hit was titrated. 290,000 tested, 0.052% active;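 active = inhibition of at least 50% with at least 30 cells and total cytoplasm GFP at most 10,000,000; inconclusive = under 30 cells or total GFP of 10,000,000 plus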
NS5 inhibitors = Dengue-2 NS5 methyltransferase inhibitors, primary screen, biochemical, confirmation dose response (AID 588689); Genome polyprotein (Dengue virus type 2 (strain 16681-PDK53)); Dengue-2 NS5 methyltransferase capping enzyme assay, biochemical; higher % means a stronger effect; inhibition, % at 25 µM; hits with a dose series show IC50 in µM; 340,000 tested, 0.3% active; in the data active = a potency from the dose series; inconclusive = inhibition above about 29% without an active follow-up result
GPR55 antagonists = GPR55 antagonists blocking LPI-driven arrestin recruitment, primary screen, imaging, U2OS, beta-arrestin-GFP, LPI agonist (AID 2013); 290,000 tested, 0.13% active; U2OS GPR55 beta-arrestin-GFP translocation imaging, LPI antagonism; higher % means a stronger effect; G-protein coupled receptor 55 (Homo sapiens); inhibition, % at 10 µM; hits with a dose series show IC50 in µM;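 active = spots per cell inhibited over 60%, with over 100 cells counted and total cytoplasm intensity under 500,000; inconclusive = wells with under 100 cells, flagged as likely toxic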;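 note: U2OS cells stably carrying GPR55 and arrestin-GFP stimulated by 5 µM LPI near EC80; imaged beta-arrestin-GFP aggregate spots per cell after agonist stimulation; plate controls were LPI-stimulated DMSO wells for no effect and DMSO wells without LPI for full effect; some results filed as inactive read as strong as hits; confirmed hits need IC50 under 10 µM and bright autofluorescent wells are also inconclusive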
NOD1 NF-kB reporter = NOD1 signaling inhibitors, primary screen, cell-based, luminescence, uHTS (AID 1578). one-dose inhibition, % at 4 µM; EC50 in µM for titrated hits. 290,000 tested, 1% active. NOD1-driven NF-kB luciferase reporter cells, luminescence; higher % means a stronger effect; in the data active = inhibition mostly above about 36%, no sharp cut-off; inactive = mostly below about 34%;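 note: HEK-293T reporter cells stimulated with the NOD1 agonist gamma-tri-DAP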
HIV peptide binding = inhibitors of HIV fusion peptide binding, primary screen, biochemical, uHTS, fluorescence dequenching (AID 1986); cell-free peptide binding, fluorescence dequenching, 30 min; higher % means a stronger effect; inhibition, % at 20 µM, or IC50 in µM where a hit was titrated; 290,000 tested, 0.3% active; in the data active = inhibition mostly above about 52%, no sharp cut-off; inactive = mostly below about 76%; note: some results filed as inactive read as strong as hits
NS5 inhibitors pilot replicate = further read-out of NS5 inhibitors, marked with its call; inhibition, %; measured here: pilot screen replicate inhibition
* = called active by the depositor; ? = inconclusive; nt = no result given; [ ] = dose if it differs, or a comment. Not all compounds are listed; count on the stated rates, not on these rows.

SMILES	KOR beta-arrestin-1	KOR beta-arrestin-2	West Nile virus CPE	GPR55 activation	GPR35 arrestin U2OS	NS5 inhibitors	GPR55 antagonists	NOD1 NF-kB reporter	HIV peptide binding	others
C[C@H](NC(=O)c1nc[nH]c1C(=O)NCC(=O)OCc1ccccc1)c1ccccc1	-1.7%	-57%[20 µM]	0.0%	0.0%	-4%	2%	4%	-26%	0.3%
O=C(c1ccoc1)N1CCC2(CC1)Oc1ccc(Cl)cc1C(=O)C21CC(c2ccccc2)=NO1 (stereo unspecified)	-1.3%	8%	0.2%	-0.2%	-14%	-6%	1%	-13%	-0.1%
Cc1nc(C)c(C(=O)C2=C(O)C(=O)N(CCCN(C)C)C2c2ccco2)s1 (stereo unspecified)	-1.8%	2%	nt	-0.2%	6%	nt	-2%	-3%	-3.4%
COc1ccc(OC)c(/C=N/NC(=O)CCc2n[nH]c(=O)[nH]c2=O)c1	-2.5%	-13%	nt	-0.4%	-3%	-1%	4%	-22%	0.1%
COc1ccc(C2=NN(C(=O)c3ccccc3)C(c3ccc(OC)c(OC)c3)C2)c(O)c1 (stereo unspecified)	-4.8%	9%	-0.6%	0.4%	-11%	-2%	-1%	-7%	0.4%
CC(C)N1CC=C2C(C#N)=C(N)C(C#N)(C#N)C(c3ccccc3)C2C1 (stereo unspecified)	-1.5%	-12%	0.3%	-0.1%	69%*	?	?	-23%	87%*
Cc1cc(NC(=O)c2cccs2)ncc1NC(=O)c1cccc(F)c1	-2.9%	8%[20 µM]	0.6%	-0.1%	-4%	-5%	13%	-29%	2.2%
CN1CCN(C(=O)c2cn(-c3ccccc3)nc2-c2cccnc2)CC1	1.0%	-10%	-0.2%	0.2%	22%	-13%	-3%	16%	-1.1%
CC(NC(=O)c1ccc(S(=O)(=O)C(F)F)cc1)c1ccccc1 (stereo unspecified)	4.3%	-38%	0.4%	0.2%	-5%	6%	20%	-44%	-0.3%
Cc1ccc(S(=O)(=O)N(C)C)cc1NS(=O)(=O)c1ccc(Cl)s1	-0.5%	nt	1.0%	-0.2%	-9%	-9%	4%	-12%	5.8%
Cc1cccc(NC(=O)c2nc[nH]c2C(=O)N[C@@H](C)C(=O)OCc2ccccc2)c1	1.7%	4%	-0.2%	-0.1%	-2%	-1%	-4%	-4%	-1.6%
COc1cccc(NC(=O)CSc2ccc3nnc(-c4cccnc4)n3n2)c1	8.1%	6%	-0.7%	0.0%	-20%	-3%	4%	-26%	-1.0%
Cc1ccccc1OC(=O)n1c(=S)oc2cc(Cl)ccc21	-1.2%	-11%	1.1%	0.2%	5%	-14%	-5%	-1%	1.8%
COc1ccccc1C(=O)C1CCCN(Cc2cccc(OCCO)c2)C1 (stereo unspecified)	-4.4%	-20%[20 µM]	-0.8%	-0.2%	-4%	5%	6%	5%	0.3%
COc1ccc2cc(CCNC(=O)c3ccc(Br)o3)c(=O)[nH]c2c1	-0.2%	19%	0.0%	-0.1%	-1%	-1%	5%	-40%	0.4%
COCCCNC(=O)c1c[nH]c2ccc(S(=O)(=O)N3CCC4(CC3)OCCO4)cc2c1=O	-1.3%	-2%	0.5%	-0.7%	-27%	-1%	0%	22%	-1.9%
Cn1c(=O)c2c(nc(N3CCN(c4ccccn4)CC3)n2Cc2ccc(Cl)cc2Cl)n(C)c1=O	2.1%	-15%	nt	0.5%	9%	-1%	6%	6%	-2.7%
CCN(CC(=O)Nc1ccc(NC(C)=O)cc1)C(=O)C(c1ccccc1)c1ccccc1	-2.9%	-34%	0.1%	-0.3%	9%	8%	0%	-2%	-1.3%
COc1ccc(Nc2nc(C)nc3sc4c(c23)CCC4)cc1O	-3.0%	-24%	-0.9%	-0.5%	4%	nt	-3%	-19%	-4.2%
COc1cc2c(cc1OC)-c1cc(Nc3ccccc3)nc(=O)n1CC2	5.6%	15%	0.2%	0.3%	-16%	-4%	-2%	-12%	-1.5%
COc1ccc(NC(=O)CS(=O)CC(=O)Nc2cc(Cl)ccc2OC)cc1 (stereo unspecified)	0.7%	27%	-0.7%	-0.2%	-10%	-1%	5%	0%	0.0%
C[C@H](NC(=O)c1nc[nH]c1C(=O)N[C@H](C)c1ccccc1)C(=O)OCc1ccccc1	6.7%	-18%	0.1%	-0.1%	1%	-9%	4%	-9%	3.6%
CCOC(=O)c1c(NC(=O)CNCCOC)sc2c1CCCC2	-3.4%	10%	-0.3%	-0.3%	-11%	-6%	4%	-4%	4.3%
CN(c1nc2ccccc2nc1Cl)S(=O)(=O)c1ccccc1	-4.4%	38%	0.3%	-0.1%	-3%	-3%	4%	-10%	0.5%
C/C(=N\Nc1ccc(S(N)(=O)=O)cc1[N+](=O)[O-])c1ccccc1O	-1.7%	-4%	0.0%	-0.2%	-8%	-12%	17%	-5%	-1.5%

Carrying on.
SMILES	KOR beta-arrestin-1	KOR beta-arrestin-2	West Nile virus CPE	GPR55 activation	GPR35 arrestin U2OS	NS5 inhibitors	GPR55 antagonists	NOD1 NF-kB reporter	HIV peptide binding	others
O=C(NCCc1ccc(Cl)cc1)c1ccc2nc(N3CCOCC3)sc2c1	-2.9%	-32%[20 µM]	-1.2%	-0.1%	11%	-1%	2%	-29%	1.8%
COc1ccc(NC(=O)C(Cc2cc(C)cc(C)c2)C(C)C(=O)O)cc1 (stereo unspecified)	1.6%	-15%[20 µM]	-1.3%	-0.1%	2%	2%	15%	1%	2.0%
CCOC(=O)c1cc2c(ccn2C)n1CC(=O)N1CCC(C)CC1	1.5%	9%	-0.3%	-0.2%	-12%	5%	-2%	9%	-1.2%
CC(=O)c1cc(C(=O)c2ccccc2)sc1Nc1ccccc1	1.4%	40%	-0.5%	-0.3%	-23%	-2%	28%	-20%	0.7%
O=C(NC1CCCC1)C(c1ccsc1)N(CCc1ccccc1)C(=O)Cc1cccs1 (stereo unspecified)	0.1%	25%	-0.8%	-0.2%	-11%	-4%	7%	-2%	2.8%
Cc1cc(/C=C2\SC(=Nc3ccc(N4CCOCC4)cc3)N(C)C2=O)c(C)n1-c1cccnc1	-7.1%	19%	0.3%	0.7%	2%	-5%	6%	-35%	-2.6%
COc1ccccc1OCC(=O)Nc1ccc(S(=O)(=O)Nc2onc(C)c2C)cc1	-3.8%	29%	0.4%	0.2%	-1%	-9%	7%	-27%	-0.4%
CCn1c(CN2CCOCC2)nnc1SCC(=O)Nc1ccccc1Cl	-1.6%	-32%	0.0%	-0.1%	13%	0%	-11%	8%	3.2%
COc1ccc(CN2CC(=O)N(c3ccc(Cl)cc3)C2=S)cc1OC	1.1%	-17%	-1.1%	-0.1%	-6%	-2%	4%	-4%	-1.1%
COc1ccc(N(Cc2cc3cc(OC)ccc3[nH]c2=O)C(=O)C2CCCO2)cc1 (stereo unspecified)	0.8%	14%	0.1%	0.3%	-3%	-2%	0%	6%	0.1%
CCC(=O)Nc1nnc(C(C)(C)C)s1	-0.2%	14%	-0.2%	0.0%	-6%	-2%	20%	10%	0.3%
Cc1ccc(N(C(=O)c2csnn2)C(C(=O)NC2CCCCC2)c2ccncc2)c(C)c1 (stereo unspecified)	4.8%	8%	-0.6%	0.3%	-2%	-7%	13%	-24%	1.0%
O=C(COc1ccc(/C=N/NC(=O)c2cccnc2)cc1)Nc1ccccc1	-6.2%	42%	0.1%	0.3%	6%	-9%	-22%	35%	-1.7%
Cc1sc2nc(CSCC(=O)Nc3c(Cl)cccc3Cl)[nH]c(=O)c2c1C	-3.8%	10%	-1.1%	0.4%	8%	8%	-7%	-43%	12%
CCN(CC)C(=O)CSc1nnc(CCCCCNC(=O)OC(C)(C)C)o1	2.1%	-24%	0.0%	0.7%	6%	-7%	7%	-24%	2.7%	NS5 inhibitors pilot replicate=-5.1
CCn1c(SCC(=O)N2CCN(c3cccc(Cl)c3)CC2)nc2ccccc2c1=O	-2.6%	11%	0.1%	-0.4%	-28%	0%	8%	-3%	0.5%
O=C(COC(=O)c1cccnc1Nc1cccc(C(F)(F)F)c1)NC1CCS(=O)(=O)C1 (stereo unspecified)	-2.5%	8%	-1.5%	-0.1%	-5%	1%	-3%	-21%	0.5%
CCNc1sc(S(C)(=O)=O)nc1S(=O)(=O)c1ccc(Cl)cc1	-1.6%	-19%	-0.2%	0.3%	-12%	-11%	0%	-9%	-2.4%
O=C(c1cc(-c2ccccn2)nc2ccc(Br)cc12)N1CCc2ccccc2C1	1.1%	-26%	nt	-0.2%	1%	nt	33%	0%	2.5%
Cc1ccc(OCC(=O)NC2=NCCS2)cc1	-2.8%	-6%	0.2%	-0.1%	18%	-3%	22%	-52%	-2.8%
CCOCCc1nnc(NC(=O)c2cccc(F)c2)s1	2.3%	-4%	0.1%	-0.2%	7%	-9%	-6%	-16%	4.5%
CCOc1ccccc1NC(=O)C1CCC(CNc2c(N3CCCCC3)c(=O)c2=O)CC1 (stereo unspecified)	-1.6%	4%	0.5%	0.3%	-5%	-8%	8%	-5%	0.2%
CN(CCc1ccccn1)C(=O)CCC1CCCN(C(=O)c2cccc(N(C)C)c2)C1 (stereo unspecified)	-0.1%	11%	-1.1%	-0.1%	4%	1%	6%	-9%	2.2%
O=C(O)c1ccc(CSc2nnc(SCc3ccccc3)s2)cc1	2.2%	-25%	0.3%	0.0%	0%	-3%	15%	-7%	3.5%
CCOC(=O)Cn1c(=NC(=O)C(C)(C)C)sc2cc([N+](=O)[O-])ccc21	-0.2%	14%	-0.3%	0.2%	-8%	3%	3%	-38%	0.2%

Additional records
SMILES	KOR beta-arrestin-1	KOR beta-arrestin-2	West Nile virus CPE	GPR55 activation	GPR35 arrestin U2OS	NS5 inhibitors	GPR55 antagonists	NOD1 NF-kB reporter	HIV peptide binding	others
N=c1c(C(=O)NCCc2ccccc2)cc2c(=O)n3ccccc3nc2n1CCCN1CCOCC1	0.4%	-20%	-0.7%	-0.2%	4%	1%	19%	-13%	0.6%
CCOC(=O)c1c(C)nn(-c2ccc(NC(=O)/C=C/C(=O)O)cc2)c1C	4.3%	7%	0.1%	0.1%	-4%	-3%	13%	-9%	1.2%
CCCN(CC(=O)Nc1ccc(Cl)cc1Cl)Cc1cc(=O)n2ccsc2n1	-0.4%	14%	-1.5%	0.7%	-6%	-4%	6%	30%	-0.6%
CCN1CCCC1CNC(=O)c1cc(S(=O)(=O)N(C)C)ccc1Cl (stereo unspecified)	0.6%	12%	0.0%	-0.1%	-7%	-4%	4%	-33%	-1.7%
Cc1ncc(N=Nc2ccccc2)c(-c2ccccc2)n1	4.2%	-7%	2.1%	0.0%	12%	-3%	0%	-3%	-4.6%
Cc1ccc2oc(-c3cccc(NC(=O)Cn4cnc5c(=O)n(C)c(=O)n(C)c54)c3)nc2c1	nt	nt	-1.7%	-0.2%	-9%	nt	-4%	-40%	4.3%

From PubChem
